# M4 antag = blocks acetylcholine activation of human M4 receptor. P08173. CHO-hM4 cells, ACh EC80, Fluo-8 calcium fluorescence. inhibition, % at 3 µM. actives 0.73% (n = 360,000);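 active means inhibition above its plate's cutoff, the mean inhibition of sample wells plus 3 SD, cut at about 27% in these data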;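 further: 0% = acetylcholine EC80 with DMSO and 100% = DMSO without agonist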
# Target sequence (P08173 whole entry, looked up): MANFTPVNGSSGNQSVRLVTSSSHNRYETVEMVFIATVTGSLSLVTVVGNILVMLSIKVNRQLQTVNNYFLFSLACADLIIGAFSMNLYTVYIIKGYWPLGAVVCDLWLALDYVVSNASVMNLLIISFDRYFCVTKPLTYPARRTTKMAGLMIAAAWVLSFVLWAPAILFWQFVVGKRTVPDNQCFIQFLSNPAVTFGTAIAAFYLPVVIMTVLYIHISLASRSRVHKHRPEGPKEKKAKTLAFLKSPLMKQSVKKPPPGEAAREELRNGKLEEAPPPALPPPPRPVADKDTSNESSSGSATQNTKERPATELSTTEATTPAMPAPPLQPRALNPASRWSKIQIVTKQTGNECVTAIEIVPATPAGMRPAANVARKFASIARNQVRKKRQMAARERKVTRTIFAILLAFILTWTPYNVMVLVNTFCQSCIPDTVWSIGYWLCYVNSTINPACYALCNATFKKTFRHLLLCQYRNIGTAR
# CHRM4 PAM = positive allosteric modulators of human muscarinic M4 receptor | P08173 | CHO-K1 hM4/Gqi5, Fluo-8 calcium fluorescence, ACh EC20; 0% = ACh EC20, 100% = maximal ACh | activation, % at 3 µM | actives 0.4% (n = 360,000);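 active means activation above its plate's cutoff, the mean activation of sample wells plus 3 SD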; further: some results filed as inactive read as strong as hits
# CHRM5 agonist = CHRM5 agonism in calcium assay. actives 0.19% (n = 360,000). AID 624037. activation, % at 3 µM. CHO-K1 hM5 cells, Fluo-8 calcium fluorescence; 0% DMSO wells, 100% maximal acetylcholine response. P08912;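 active means activation above the run's mean over test compounds plus 3 SD, cut at about 23% in these data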;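 further: signal is peak over basal fluorescence ratio across the kinetic read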
# M5 antag = antagonists of human muscarinic M5 receptor (CHRM5). actives 0.59% (n = 360,000). inhibition, % at 3 µM. P08912. CHO-hM5 cells, Fluo-8 calcium fluorescence, ACh EC80;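 active means inhibition above a per-plate cutoff, the mean of that plate's test compounds plus 3 SD, cut at about 27% in these data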;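 further: 0% = acetylcholine EC80 with DMSO and 100% = DMSO without agonist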
# M1 PAM = positive allosteric modulators of human M1 muscarinic receptor. P11229. CHO-K1 hM1, Fluo-8 calcium fluorescence, ACh EC20; 0% = ACh EC20, 100% = maximal ACh. activation, % at 3 µM. actives 0.088% (n = 360,000). AID 588819; in the data active means activation above about 19%, passing the limit was not always enough
# Target sequence (P11229 whole entry, looked up): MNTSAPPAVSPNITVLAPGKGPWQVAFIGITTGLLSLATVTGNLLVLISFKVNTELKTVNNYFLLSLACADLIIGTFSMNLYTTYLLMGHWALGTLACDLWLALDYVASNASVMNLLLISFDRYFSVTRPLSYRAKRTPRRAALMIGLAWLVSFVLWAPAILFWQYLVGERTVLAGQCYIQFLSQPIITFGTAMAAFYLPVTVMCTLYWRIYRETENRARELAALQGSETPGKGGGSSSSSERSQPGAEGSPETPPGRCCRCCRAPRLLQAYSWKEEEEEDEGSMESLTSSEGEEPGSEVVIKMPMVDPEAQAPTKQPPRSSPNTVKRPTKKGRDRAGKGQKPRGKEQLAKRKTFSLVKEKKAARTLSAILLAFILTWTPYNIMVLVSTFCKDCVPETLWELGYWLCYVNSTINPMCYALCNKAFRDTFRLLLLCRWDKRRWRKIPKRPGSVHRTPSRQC
# M1 antag = human CHRM1 antagonism | inhibition, % at 3 µM | P11229 | AID 588852 | CHO-K1 hM1, Fluo-8 calcium fluorescence, ACh EC80 antagonist | actives 1.3% (n = 360,000);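 active means percent inhibition above its own plate's cutoff, namely the mean of that plate's compound wells plus 3 SD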;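 further: peak over basal fluorescence ratio during 140 s after agonist addition; 0% = ACh EC80 plus DMSO and 100% = DMSO alone without agonist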
# M4 ag = agonists of human muscarinic M4 receptor (CHRM4); P08173; CHO-K1 hM4/Gqi5, Fluo-8 calcium fluorescence; vehicle 0%, full acetylcholine response 100%; activation, % at 3 µM; actives 0.14% (n = 360,000);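 active means activation above the run mean over all test wells plus 3 SD, cut at about 32% in these data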;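 further: peak over basal fluorescence ratio per well then scaled between controls; 0% = DMSO wells and 100% = acetylcholine at EC100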
# CRFR2-BP ag = CRF-BP/CRF-R2 complex agonism. HEK293 CRF-R2/CRF-BP, calcium dye fluorescence (FLIPR); percent of saturating CRF peptide response. actives 0.46% (n = 350,000). activation, % at 13.2 µM;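 active means activation of at least 50%, plus an integration ratio under a set limit after plate pattern correction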;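 further: plate controls were neutral control wells without compound for no effect and CRF at EC100 for full effect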
# CHRM5 PAM = potentiates acetylcholine response at human M5 receptor | activation, % at 3 µM | actives 0.3% (n = 360,000) | CHO-K1 hM5, Fluo-8 calcium, ACh EC20 PAM; 0% = ACh EC20, 100% = ACh EC100;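 active means activation above the run cutoff, the mean activation of all test compounds plus 3 SD, cut at about 18% in these data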
#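 System: CHO-K1 hM5 cells. Reagent: acetylcholine, EC20 level. Compound dosing: single dose, 3 µM nominal final test concentration. Timing: Post-acetylcholine fluorescence recording 140 s. Detection: Fluo-8 calcium fluorescence. Read-out: % activation, ACh-normalized. Benchmarks: ACh EC20 and EC100 wells. Repeats: singlicate, one well per test compound.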
# Numbers without * were called inactive; / = not tested or not shown.
# The first four compounds as a preview:
SMILES,M4 antag,CHRM4 PAM,CHRM5 agonist,M5 antag,M1 PAM,M1 antag,M4 ag,CRFR2-BP ag,CHRM5 PAM
COc1ccc(-c2nnc(SCC(=O)c3ccc(C)o3)o2)cc1,12,2,1,4,-7,0,1,-0.6,-4
CC(=O)n1nc(-c2ccc(Cl)cc2)nc1NCc1ccco1,4,-4,0,-4,-1,-8,0,1.1,-1
Cc1ccc(S(=O)(=O)NCCC(=O)Nc2ccncc2)cc1C,4,-2,1,2,5,-5,2,2.0,1
COc1ccc(N(CC(=O)N/N=C/c2cc(Br)c(C)o2)S(=O)(=O)c2ccc(NC(C)=O)cc2)cc1,-4,-7,1,-15,11,1,1,0.8,2

# All compounds of this part, from the start:
SMILES,M4 antag,CHRM4 PAM,CHRM5 agonist,M5 antag,M1 PAM,M1 antag,M4 ag,CRFR2-BP ag,CHRM5 PAM
COc1ccc(-c2nnc(SCC(=O)c3ccc(C)o3)o2)cc1,12,2,1,4,-7,0,1,-0.6,-4
CC(=O)n1nc(-c2ccc(Cl)cc2)nc1NCc1ccco1,4,-4,0,-4,-1,-8,0,1.1,-1
Cc1ccc(S(=O)(=O)NCCC(=O)Nc2ccncc2)cc1C,4,-2,1,2,5,-5,2,2.0,1
COc1ccc(N(CC(=O)N/N=C/c2cc(Br)c(C)o2)S(=O)(=O)c2ccc(NC(C)=O)cc2)cc1,-4,-7,1,-15,11,1,1,0.8,2
COCCN(C(=O)CCC(=O)Nc1nccs1)C(C(=O)NC(C)(C)C)c1ccc(Cl)cc1 (stereo not drawn),-15,12,-4,-8,3,-3,0,0.7,-1
CCn1c(SCc2ccc(C)cc2)nnc1C1CCN(S(=O)(=O)c2ccc(OC)cc2)CC1,-1,-8,0,5,-2,-1,4,0.8,-10
CC1CN=C(N(C(=O)Nc2ccccc2)c2ccc(F)cc2)S1 (stereo not drawn),-6,6,-1,-3,-1,4,1,0.0,-1
COc1ccc(C(C)(C)C)cc1NC(=O)c1cc(S(=O)(=O)N(C)C)ccc1N1CCCC1,-6,-4,-6,6,-1,9,-2,-2.3,-12
O=C(c1ccccc1)n1c2ccccc2c(=O)n1-c1ccccc1CCl,-7,2,-2,4,7,-30,2,/,0
CCN(CC)CCNCc1cc(Cl)ccc1OCc1ccccc1F,5,-15,-15,1,-15,26,3,-1.3,-10
COc1cccc(NC(=S)NC(=O)c2cncc(Br)c2)c1,0,3,-2,5,0,8,0,-0.7,-3
COc1ccccc1CCC(=O)Nc1ccc2c(c1)CN(Cc1ccc(CO)o1)CC2,5,-11,-3,9,-6,7,6,1.6,-5
COc1ccc(NC(=O)N(C)C[C@@H]2Oc3ccc(NC(=O)NC(C)C)cc3CC(=O)N([C@H](C)CO)C[C@@H]2C)cc1,1,-1,-1,7,10,-7,0,1.8,-1
CCN(C(=O)c1ccc(NC(=O)C2CCCCC2C(=O)O)cc1)c1ccccc1 (stereo not drawn),-4,0,0,6,9,-13,0,2.7,1
O=S(=O)(c1ccccc1)c1cnc(-c2cccnc2)nc1-c1ccc(Cl)c(Cl)c1,-4,12,-2,-2,-7,9,1,0.1,-6
CC(=O)NC(c1cccc(F)c1)c1nc(-c2cccc(C(=O)O)c2)cs1 (stereo not drawn),-1,4,0,-3,15,-19,0,/,2
COc1ccc(CCN(C)C(=O)c2cnc(C)cn2)cc1OC,5,-2,-3,9,10,-9,1,0.0,-2
O=C(O)c1ccc(NS(=O)(=O)/C=C/c2ccccc2)cc1O,1,18,-1,-5,5,5,0,-1.4,5
CSC1CCCCC1(O)CSc1nc2c(cc1C#N)CCCC2 (stereo not drawn),-15,17,-3,-8,6,-19,-1,-2.0,3
O=C(COC(=O)COc1ccc(Cl)cc1)Nc1ccc(N2CCOCC2)cc1,4,-1,1,7,0,4,4,-3.2,0

# Profiles as entered above. Values in the order: M4 antag, CHRM4 PAM, CHRM5 agonist, M5 antag, M1 PAM, M1 antag, M4 ag, CRFR2-BP ag, CHRM5 PAM
# Entry for CCN(CC)CCNCc1cc(Cl)ccc1OCc1ccccc1F : 5, -15, -15, 1, -15, 26, 3, -1.3, -10
# Entry for CCn1c(SCc2ccc(C)cc2)nnc1C1CCN(S(=O)(=O)c2ccc(OC)cc2)CC1 : -1, -8, 0, 5, -2, -1, 4, 0.8, -10

# Additional compounds
SMILES,M4 antag,CHRM4 PAM,CHRM5 agonist,M5 antag,M1 PAM,M1 antag,M4 ag,CRFR2-BP ag,CHRM5 PAM
Cc1ccccc1NC(=O)CN1C(=O)S/C(=C\c2ccc(-c3cc(C(=O)O)ccc3C)o2)C1=O,-2,11,2,-5,23,-16,3,6.3,13
CC(=O)c1ccc2c(c1)OCCOCCOCCOCCO2,-6,-7,2,4,5,-2,4,0.9,-2
Cc1cc(Oc2ccc(=O)n(C)n2)nc(SCC(N)=O)n1,3,-3,1,2,7,-12,1,-0.1,2
O=C(NC(=S)N1CCCCC1c1cccnc1)c1ccc(F)cc1 (stereo not drawn),8,1,-2,2,-3,6,2,-2.0,-4
COCC(=O)OCC(=O)Nc1cc(C(C)(C)C)nn1-c1ccccc1,-1,11,-1,1,2,3,1,-0.9,-2
COc1ccc(C2=NOC(C3(S(=O)(=O)c4ccccc4)CC(O)C3)C2)cc1 (stereo not drawn),4,-3,1,11,-2,3,3,1.2,0
Cc1ccc(Nc2ccccc2N)cc1,-10,-6,-5,6,-2,0,0,6.6,-6
O=C1c2ccccc2C(=O)c2c1cccc2N1CCN(CCO)CC1,-1,-1,-3,0,9,-9,-1,5.0,-2
COC1OC(COC(=O)CNC(=O)OC(C)(C)C)C(O)C(O)C1O (stereo not drawn),1,3,-1,6,13,-1,0,4.2,1
CCNc1c(NC(=O)C2CCC(C)CC2)c(=O)oc2ccccc12 (stereo not drawn),4,-4,-1,6,7,-12,5,-0.5,-1
COc1ccc(C(=O)CN2C(=O)NC3(CCCc4ccccc43)C2=O)cc1OC (stereo not drawn),-1,29,1,-4,8,-9,2,-0.9,5
O=C(c1ccc(OC2CCN(Cc3ccc(F)cc3)CC2)cc1)N1CCCC1,7,-4,-9,-4,-5,1,0,1.2,4
CS(=O)(=O)c1ccc(Cl)c(NC(=O)CSc2nnc(-c3cccs3)n2N)c1,-21,12,-1,10,4,1,0,-0.9,2
COc1ccccc1OCCCCOc1ccccc1F,-4,16,-1,3,11,-5,-4,0.2,-1
CC(=O)Nc1cc(-c2ccc(N3CCN(C)CC3)cc2)cn2c(-c3ccc(S(C)(=O)=O)cc3)cnc12,-15,5,0,-5,6,-16,2,/,3
COc1ccccc1CNc1ccc2c(c1)CCC2,6,-2,4,17,0,3,2,0.6,-5
Cc1cccc2sc(=S)[nH]c12,-5,14,5,2,11,-11,1,/,-2
N/C(=N\OC(=O)Cc1ccccc1)c1cccc(Br)c1,-7,6,-1,0,3,-1,1,2.2,8
CCOC(=O)N1CCC(n2c(SCC(=O)c3ccccc3)nc3ccsc3c2=O)CC1,-3,5,1,-7,7,-6,0,6.8,5
CC(=O)Nc1ccc(S(=O)(=O)Nc2ccccc2C(=O)NCc2cccnc2)cc1,3,3,0,1,8,-9,1,0.5,-2

# 2 entries from above, tab-delimited.
structure	M4 antag	CHRM4 PAM	CHRM5 agonist	M5 antag	M1 PAM	M1 antag	M4 ag	CRFR2-BP ag	CHRM5 PAM
COc1ccccc1CNc1ccc2c(c1)CCC2	6	-2	4	17	0	3	2	0.6	-5
Cc1cccc2sc(=S)[nH]c12	-5	14	5	2	11	-11	1	/	-2

# Compounds shown so far containing a tert-butyl group (four):
SMILES,M4 antag,CHRM4 PAM,CHRM5 agonist,M5 antag,M1 PAM,M1 antag,M4 ag,CRFR2-BP ag,CHRM5 PAM
COCCN(C(=O)CCC(=O)Nc1nccs1)C(C(=O)NC(C)(C)C)c1ccc(Cl)cc1 (stereo not drawn),-15,12,-4,-8,3,-3,0,0.7,-1
COc1ccc(C(C)(C)C)cc1NC(=O)c1cc(S(=O)(=O)N(C)C)ccc1N1CCCC1,-6,-4,-6,6,-1,9,-2,-2.3,-12
COCC(=O)OCC(=O)Nc1cc(C(C)(C)C)nn1-c1ccccc1,-1,11,-1,1,2,3,1,-0.9,-2
COC1OC(COC(=O)CNC(=O)OC(C)(C)C)C(O)C(O)C1O (stereo not drawn),1,3,-1,6,13,-1,0,4.2,1

# New compounds follow
SMILES,M4 antag,CHRM4 PAM,CHRM5 agonist,M5 antag,M1 PAM,M1 antag,M4 ag,CRFR2-BP ag,CHRM5 PAM
COc1ccc(OC)c(/C=N/Nc2nc(C)cc(=O)[nH]2)c1,-23,5,-5,-6,24,-22,3,1.8,11
C[C@H]1CCC[C@]2(O[C@@H](CCO)C[C@@H](O)[C@@H]2O)O1,-10,19,0,5,16,-13,2,-1.4,14
Cn1cccc1Cc1nnc(SCC(=O)N2CCc3ccccc32)n1CCc1ccccc1,-13,-6,0,-1,-1,-7,12,-2.2,-4
CON1C(=O)C(=O)N(OC)C2CCCCCC21 (stereo not drawn),-8,3,0,1,10,-15,0,-2.2,0
Nc1cc(=O)[nH]c(SCc2cccc3ccccc23)n1,-19,1,5,3,-5,-3,9,6.3,-10
Cc1cc(C)n2nc(C(=O)N/N=C/c3c4ccccc4cc4ccccc34)nc2n1,10,-2,-2,4,-1,4,3,1.8,-5
COCC(=O)N(Cc1cc2cc(OC)ccc2[nH]c1=O)c1ccc(C)cc1,3,2,1,2,12,-55,1,-0.2,1
O=C(OCc1c(F)cccc1Cl)c1cccc(S(=O)(=O)N2CCOCC2)c1,-1,1,0,12,0,0,3,-0.4,-5
COc1cc(NC(=O)c2[nH]c(C)c(C(C)=O)c2C)cc(OC)c1OC,-7,-5,-4,10,5,1,1,-0.6,0
O=C(COC(=O)c1ccc(S(=O)(=O)N2CCCCC2)cc1)Nc1ccccc1,-11,7,0,0,3,-5,0,1.2,0
Cc1cc(C)cc(Nc2cnn(C34CC5CC(CC(CC(=O)O)(C5)C3)C4)c(=O)c2Cl)c1,-11,4,-1,2,7,-4,1,-1.9,2
CN(C)c1nc(NC(C)(C)C)nc(NC(C)(C)C)n1,0,2,-5,11,9,-9,3,1.1,-4
O=S(=O)(NCC1CCCO1)c1ccc(Cl)c2ccccc12 (stereo not drawn),-6,-1,-5,14,2,-8,3,4.9,1
CN(C)S(=O)(=O)Oc1ccc(Cl)cc1C(=O)Nc1ccc(F)cc1F,-1,2,-4,-5,13,-4,1,-0.1,8
CSc1ccc(CCNC(=O)CSc2ccsc2[N+](=O)[O-])cc1,-4,1,1,5,4,2,0,-2.9,-3
CCOC(=O)c1ccc(NC(=O)Nc2c(C)n(C)n(-c3ccccc3)c2=O)cc1,3,-3,1,-1,2,0,1,0.5,0
CCO[C@@H]1OC(C(N)=O)=C[C@H](C(C)(C)C)[C@H]1CCCO,4,-1,0,15,8,24,1,0.8,-4
COC(=O)C1(C(=O)OC)c2ncccc2N(S(=O)(=O)c2ccc(C)cc2)C1CC(=O)c1ccccc1 (stereo not drawn),-2,4,9,-2,/,/,13,/,1
Cc1nn(C)cc1CNC(=O)C1CCC(=O)N(CC2CCCCC2)C1 (stereo not drawn),-9,9,-4,-5,18,-25,0,4.1,6
Cc1cccc(N2CCN(C(=O)c3cccn4c(=O)c5c(C)c(C)sc5nc34)CC2)c1C,4,11,-2,-7,12,-14,1,1.6,6

# Source: PubChem
